# SIRT5 block = SIRT5 desuccinylase inhibitors, primary screen, biochemical, fluorescence imaging, single point, set 5 | NAD-dependent protein deacylase sirtuin-5, mitochondrial (Homo sapiens), Q9NXA8 | Purified SirT5, succinyl-peptide AMC, trypsin-coupled fluorescence | inhibition, % at 15 µM | 1.1% of 330,000 active | AID 652115, 2013; in the data active = inhibition above about 15%; inconclusive = no clear call, values can overlap the other calls
# Target sequence (Q9NXA8 whole entry, looked up): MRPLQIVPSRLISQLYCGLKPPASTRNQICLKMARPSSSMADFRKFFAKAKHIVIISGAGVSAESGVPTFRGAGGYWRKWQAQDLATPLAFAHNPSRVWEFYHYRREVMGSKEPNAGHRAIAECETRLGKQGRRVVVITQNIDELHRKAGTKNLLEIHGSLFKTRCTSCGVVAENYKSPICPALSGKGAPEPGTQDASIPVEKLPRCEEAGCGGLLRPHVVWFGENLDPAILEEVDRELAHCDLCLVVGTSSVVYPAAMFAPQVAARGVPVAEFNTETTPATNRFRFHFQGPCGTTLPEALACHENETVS
# E-sel inducer = E-selectin induction in HUVECs, primary screen, imaging, HUVEC, immunofluorescence imaging, single point. activation, % at 7.58 µM. 0.37% of 260,000 active. normalized: neutral wells 0, TNF-alpha wells 100. AID 686992, 2013;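 active = mean E-selectin-positive cell signal at least 10% of the positive control, reached in at least 60% of replicates, without over 20% cell loss; inconclusive = no rule given, readout overlaps actives, possibly toxicity-flagged; inactive = the rest, including those meeting only one limit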;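 note: in these data hits start at about 27%; measured in HUVEC primary endothelial cells; signal is the percent of cells scored E-selectin positive by PE staining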
#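 Read-out basis: % PE-positive cells; Test system: HUVEC primary endothelial cells; Technique: immunofluorescence imaging; Dosing: single-point compound dose.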
# Statin myotox sup = suppressors of statin myotoxicity in C2C12 myotubes, primary screen, cell-based, single point, plate reader; C2C12 myotubes + simvastatin, ATP luminescence, 48 h; scaled: DMSO 0, geranylgeraniol control 100; 0.78% of 330,000 active; rescue of ATP level, % at 7.49 µM;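 active = mean ATP rescue above about 67%, or every replicate alone reaching that limit, limit read from the data, passing the limit was not always enough; inconclusive = no clear call, values can overlap the other calls; inactive = mean under the limit and some replicate under it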;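 note: myotubes were challenged with 10 µM simvastatin during compound exposure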
# DENV2 CPE = inhibitors of DENV2 cytopathic effect, primary screen, cell-based, plate reader, single concentration; 1.7% of 350,000 active; AID 651640, 2012; DENV2-infected cells, cytopathic effect rescue; CPE inhibition, % at 9.99 µM; in the data active = CPE inhibition above about 20%, passing the limit was not always enough; inconclusive = no clear call, values can overlap the other calls; tested in BHK-21 cells;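 note: 0% = median of neutral control wells and 100% = median of positive control wells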
# ERp5 block = inhibitors of ERp5-driven insulin aggregation, primary screen, biochemical, turbidity, absorbance 650 nm, single point; inhibition, % at 9.99 µM; 90 min; AID 651711, 2012; Protein disulfide-isomerase A6 (Homo sapiens), Q15084; 0.05% of 350,000 active;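 active = mean replicate inhibition above about 25%, with every replicate also reaching it, limit read from the data, passing the limit was not always enough; inconclusive = only one of those two criteria met; inactive = neither criterion met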
# Target sequence (Q15084 whole entry, looked up): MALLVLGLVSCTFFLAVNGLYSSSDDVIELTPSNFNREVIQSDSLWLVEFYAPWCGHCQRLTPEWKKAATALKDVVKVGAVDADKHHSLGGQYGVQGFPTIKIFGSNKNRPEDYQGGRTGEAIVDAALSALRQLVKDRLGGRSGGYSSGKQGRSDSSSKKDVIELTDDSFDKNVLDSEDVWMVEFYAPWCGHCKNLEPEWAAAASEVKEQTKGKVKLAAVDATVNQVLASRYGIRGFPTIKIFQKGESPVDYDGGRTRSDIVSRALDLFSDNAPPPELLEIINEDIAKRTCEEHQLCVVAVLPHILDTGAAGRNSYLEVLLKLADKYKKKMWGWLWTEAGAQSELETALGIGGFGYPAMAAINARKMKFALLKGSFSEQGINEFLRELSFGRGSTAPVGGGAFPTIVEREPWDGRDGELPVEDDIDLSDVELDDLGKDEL
# S100A4 inh HTS = inhibitors of S100A4-myosin IIA peptide binding, primary screen, biochemical, fluorescence polarization, TAMRA-MyoIIA peptide; Protein S100-A4 (Homo sapiens), P26447; 0.14% of 360,000 active; inhibition, % at 10.7 µM;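 active = mean inhibition of at least 70% across replicates, with every replicate also reaching that level; inconclusive = mean inhibition reaches 70% but some replicates fall short; inactive = mean inhibition below 70%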
# Target sequence (P26447 whole entry, looked up): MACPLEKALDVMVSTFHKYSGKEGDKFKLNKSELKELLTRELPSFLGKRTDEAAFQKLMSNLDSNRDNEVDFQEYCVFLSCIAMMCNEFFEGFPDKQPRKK
#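 Test system – S100A4 monomer (human) · Compound – single-point compound testing · Schedule – 5 min incubation before reading · Probe or stimulus – TAMRA-labelled myosin IIA heavy-chain peptide probe, 5 nM · Benchmarks – neutral control DMSO, positive control TFP · Medium – Calcium-containing HEPES buffer, pH 7.2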
# PglD inh = C. jejuni PglD acetyltransferase inhibitors, primary screen, biochemical, DTNB colorimetric, single point; UDP-N-acetylbacillosamine N-acetyltransferase PglD (Campylobacter jejuni); purified PglD enzyme, DTNB colorimetric CoA detection; inhibition, % at 12.5 µM; 0.098% of 360,000 active; in the data active = inhibition above about 16%, passing the limit was not always enough; inconclusive = no clear call, values can overlap the other calls; note: strong numbers were not always called active
# Active calls of the source: *; u = inconclusive; x = no result given.
SMILES,SIRT5 block,E-sel inducer,Statin myotox sup,DENV2 CPE,ERp5 block,S100A4 inh HTS,PglD inh
C[C@H](CO)N1C[C@H](C)[C@@H](CN(C)S(=O)(=O)c2cccs2)Oc2ccc(NC(=O)Cc3cn(C)c4ccccc34)cc2C1=O,-1,x,-15,0,1,u,-2
OC[C@H]1[C@H](c2ccc(-c3ccccc3F)cc2)[C@H]2CN(Cc3ccncc3)CCCCN21,4,-0.1,x,11,1,-14,-2
O=C(C[C@H]1C[C@H]2c3cc(NS(=O)(=O)c4ccc(F)cc4)ccc3O[C@H]2[C@H](CO)O1)NCc1ccc(Oc2ccccc2)cc1,12,0.2,-21,0,0,1,-1
Cn1cnnc1Sc1ccc(S(C)(=O)=O)cc1[N+](=O)[O-],-1,x,x,-1,13,-22,x
Cc1cccc(C)c1NC(=O)C(c1ccc(C(F)(F)F)cc1)n1c(=O)c(-c2ccccc2)nc2ccccc21 (centres undefined),1,-0.1,x,-10,7,1,x
O=C(NCc1ccncc1)Nc1ccccc1,1,x,x,x,-3,-2,-1
Cc1ccc(NC2CCCN(C(=O)c3cc4ncccn4n3)C2)cc1C (centres undefined),-2,x,4,7,10,-1,5
Cc1ccc2c(c1)CCO[C@@]21O[C@H](CCO)C[C@H](O)[C@H]1O,-5,-0.4,-6,-13,8,-6,-4
Cc1ccc(-c2ccc3c(c2)O[C@@H](CN(C)Cc2ccccn2)[C@@H](C)CN([C@@H](C)CO)S3(=O)=O)cc1,7,0.0,-5,-5,2,8,1
O=C(Nc1ccccc1)c1ccc(-n2cnnn2)cc1,0,x,-6,0,2,1,-3
COc1ccc(C(=O)NCC(C)(C)N2CCOCC2)cc1S(=O)(=O)NCc1ccc(Cl)cc1,-2,x,-18,19,-22,0,2
O=C(COC(=O)c1cc(Cl)nc2ccccc12)c1ccc(Cl)cc1,0,-0.4,2,63*,0,-6,-3
O=[N+]([O-])c1cccc(CSc2ncnc3ccccc23)c1,1,-3.3,x,0,-3,-3,x
COCC(=O)N1CCCC(C(=O)c2ccc(C(F)(F)F)cc2)C1 (centres undefined),-2,0.0,2,0,0,-3,3
CC(=O)c1sc(NC(=O)c2cc(S(=O)(=O)N3CCOCC3)ccc2F)nc1C,-3,-0.6,0,4,5,6,1

# An excerpt of the results above, for reference:
SMILES,SIRT5 block,E-sel inducer,Statin myotox sup,DENV2 CPE,ERp5 block,S100A4 inh HTS,PglD inh
O=C(C[C@H]1C[C@H]2c3cc(NS(=O)(=O)c4ccc(F)cc4)ccc3O[C@H]2[C@H](CO)O1)NCc1ccc(Oc2ccccc2)cc1,12,0.2,-21,0,0,1,-1
Cn1cnnc1Sc1ccc(S(C)(=O)=O)cc1[N+](=O)[O-],-1,x,x,-1,13,-22,x
Cc1cccc(C)c1NC(=O)C(c1ccc(C(F)(F)F)cc1)n1c(=O)c(-c2ccccc2)nc2ccccc21 (centres undefined),1,-0.1,x,-10,7,1,x
O=C(NCc1ccncc1)Nc1ccccc1,1,x,x,x,-3,-2,-1
Cc1ccc(NC2CCCN(C(=O)c3cc4ncccn4n3)C2)cc1C (centres undefined),-2,x,4,7,10,-1,5

# Going on with the list:
SMILES,SIRT5 block,E-sel inducer,Statin myotox sup,DENV2 CPE,ERp5 block,S100A4 inh HTS,PglD inh
O=C1C(=Cc2cn(-c3ccccc3)nc2-c2ccc(OCc3ccccc3)cc2)SC(=S)N1CCS(=O)(=O)O,1,-0.1,17,u,-2,2,-3
O=C(NCC[C@@H]1CC[C@H](NC(=O)C2CC2)[C@H](CO)O1)c1cc(Cl)cc(Cl)c1,38*,-0.3,5,1,4,9,1
CN(c1ccccc1)C1CCCCC1NS(=O)(=O)c1ccc(Cl)cc1 (centres undefined),1,-0.1,x,-5,2,0,x
COc1ccc(C(=O)O)nc1C,17*,0.1,-1,2,-2,-14,-5
COc1cc(Br)cc(CN2CCN(C=O)CC2)c1O,-2,x,-7,-1,6,4,1
O=C(NC1CCSc2ccccc21)c1ccccc1F (centres undefined),0,-1.3,-2,0,8,-2,-1
CCC(=O)Nc1ccc(Oc2ccc(NC(=O)CC)c(NC(=O)CC)c2)cc1,-3,1.3,x,3,-16,0,x
CC1(C(=O)NCc2cccc3ccccc23)CCN1C(=O)C1(c2ccccc2)CCCC1 (centres undefined),-10,-0.1,7,6,4,-2,-3
Cc1cc(=O)n2c(n1)NC(Nc1cccc(C)c1C)=NC2c1ccccc1 (centres undefined),-1,x,x,u,0,0,x
O=C(COc1ccccc1)Nc1ccc(-c2ccc(N3CCOCC3)nn2)cc1,-1,14,-16,3,5,3,0
C[C@@H]1CCCCO[C@H](CN(C)C(=O)CCC(F)(F)F)[C@H](C)CN([C@H](C)CO)C(=O)c2cc(NS(=O)(=O)c3cn(C)cn3)ccc2O1,-3,-0.3,x,1,-1,5,2
O=C1NCCOC(=O)[C@H](Cc2ccc(F)cc2)C/C=C\C[C@@H]1CC(=O)N(CCO)Cc1ccccc1,x,0.1,-6,17,-3,-23,1
CN(C)Cc1cn(CC[C@@H]2CC[C@@H](NC(=O)Nc3ccccc3F)[C@H](CO)O2)nn1,-9,0.5,-1,0,2,-1,0
Cc1ccccc1OCCn1cc(/C=C(\C#N)C(=O)NCc2ccco2)c2ccccc21,-4,-1.5,-24,6,3,-3,x
CCNC(=O)C[C@H]1CC[C@@H]2[C@@H](COc3ccc(NC(=O)C4CCOCC4)cc3C(=O)N2C)O1,0,0.0,-9,2,7,-3,-2
C[C@@H]1CN([C@@H](C)CO)C(=O)c2cccc(NC(=O)CCCCCC(=O)Nc3ccccc3N)c2O[C@@H]1CN(C)S(=O)(=O)c1cccs1,4,0.0,x,-14,x,7,x
Cc1cnc(C(=O)Nc2cc(F)ccc2C)cn1,4,x,x,x,5,-1,x
O=C(c1[nH]c(C(F)(F)F)nc1-c1ccccc1)N1CCc2c([nH]c3ccccc23)C1,4,1.3,-12,-1,3,-9,5
CN(C)c1ccc(CNCCC(Cc2ccccc2)c2ccco2)cc1 (centres undefined),-2,-0.1,-12,4,5,-9,-8
CCOC(=O)/C(C#N)=C/Nc1ccccc1NS(=O)(=O)c1cccc(C(C)=O)c1,-3,x,1,-2,-2,-7,6
O=C(CCc1ccccc1)Nc1cccnc1Cl,-1,x,x,-2,5,-8,-3
C[C@@H]1CCCCO[C@H](CN(C)Cc2ccncc2)[C@@H](C)CN([C@H](C)CO)C(=O)c2cc(NC(=O)C3CCCCC3)ccc2O1,7,0.1,-19,u,-2,0,-1
CCOc1ncccc1C(=O)OCc1ccc([N+](=O)[O-])cc1,-2,x,6,3,5,10,1
CC(Sc1nnc(-c2ccncc2)n1C)C(=O)NCC1CCCO1 (centres undefined),-1,7.8,4,1,-4,-7,4
CCCCCCCN1C2=NCCCN2c2ccccc21,-3,x,-85,3,-7,-4,-3
COCc1ccc(CN2CCc3c([nH]c4ccccc34)C2C(C)(C)C)o1 (centres undefined),9,6.4,x,9,-2,-4,x
O=C(CCNC(=O)N1CC(=O)Nc2ccccc21)NCc1ccccc1Cl,-3,-0.2,0,1,-1,-8,4
CC(C)Oc1ccccc1-c1cc(C(=O)N/N=C/c2cccnc2)c2ccccc2n1,0,0.0,-9,-6,-5,4,-1
Cc1ccc2nc(C)cc(C(=O)N/N=C/c3ccncc3)c2c1,2,0.8,x,-9,-4,-2,7
CC1CCc2c(sc(NC(=O)c3ccco3)c2C(=O)O)C1 (centres undefined),4,0.7,-16,-5,2,1,-2

# Entries above marked active in SIRT5 block.
Structure	SIRT5 block	DENV2 CPE	ERp5 block	S100A4 inh HTS	PglD inh
O=C(NCC[C@@H]1CC[C@H](NC(=O)C2CC2)[C@H](CO)O1)c1cc(Cl)cc(Cl)c1	38*	1	4	9	1
COc1ccc(C(=O)O)nc1C	17*	2	-2	-14	-5

# More results.
SMILES,SIRT5 block,E-sel inducer,Statin myotox sup,DENV2 CPE,ERp5 block,S100A4 inh HTS,PglD inh
CC1=CC2=NC(=O)/C(=C\c3cc(C)n(-c4ccccc4)c3C)C(=N)N2O1,4,-0.7,10,u,1,15,0
COc1ccc(NC(=O)Cc2coc3cc(C)ccc23)cn1,8,x,x,x,1,-3,x
Cc1nn(C)cc1NC(=O)C[C@@H]1CC[C@@H]2[C@H](COc3ccc(NC(=O)C4CCOCC4)cc3C(=O)N2C)O1,-5,-0.3,-22,0,-4,3,3
COCCCNC(=O)C1CCC(=O)N(c2ccc3c(c2)OCO3)C1c1ccc(OC)cc1 (centres undefined),-5,0.2,11,15,-4,-33,2
Cc1ccc(N2CCN(S(=O)(=O)c3nnc(NC(=O)c4ccco4)s3)CC2)cc1,5,x,-7,-18,3,-3,8
COCC(=O)Nc1ccc2c(c1)C(=O)N(C)[C@H]1CC[C@H](CC(=O)N3CCc4ccccc4C3)O[C@H]1CO2,x,-0.1,18,x,x,x,1
O=C1CC(c2ccccc2F)C2=C(COC2=O)N1 (centres undefined),-8,x,x,-2,-8,-5,x
Cc1cc(O)c(CN2CCN(S(=O)(=O)c3cccs3)CC2)cc1C(C)C,5,-0.1,2,0,0,2,0
COCC#Cc1ccc2c(c1)O[C@@H](CN(C)S(=O)(=O)c1cccc(OC)c1)[C@@H](C)CN([C@@H](C)CO)S2(=O)=O,-3,-0.3,-32,3,-1,-5,1
CCOC(=O)C1CCCC12Nc1cccc3cccc(c13)N2 (centres undefined),x,x,2,16,2,-3,2
CNC[C@@H]1OCCCC[C@@H](C)Oc2ccc(NS(=O)(=O)c3ccc(C)cc3)cc2C(=O)N([C@@H](C)CO)C[C@@H]1C,1,0.2,-26,-4,0,-4,7
Cc1ccccc1-c1nc2ccccc2c(=O)n1/N=C/c1ccc([N+](=O)[O-])cc1,4,-3.3,3,-5,-1,-1,-2
O=C(CC1CC1)N1CC2(C1)[C@@H](c1ccccc1)[C@@H](CO)N2C(=O)C1CCOCC1,-4,-0.1,x,-1,5,-18,x
COc1ccc(CN(C)C[C@H]2OCCCC[C@@H](C)Oc3ccc(NC(=O)Nc4cccc5ccccc45)cc3C(=O)N([C@H](C)CO)C[C@H]2C)cc1,-1,0.1,x,18,1,-2,5
O=C(CN1C(=O)COc2ccccc21)NCCN1CCOCC1,5,0.0,-23,10,-1,0,-6
CC1CN=C(Nc2cccc(S(=O)(=O)N(C)C)c2)S1 (centres undefined),x,x,x,5,2,4,x
O=C(Nc1ccc2c(c1)nc1n2CCN(C2CCCCC2)C1)c1ccco1,1,x,-39,1,-1,-2,-5
COCCN(C(=O)c1cc(CN2C(=O)c3ccccc3C2=O)ccc1OC)c1c(N)n(CC(C)C)c(=O)[nH]c1=O,-3,0.4,-4,-1,-4,3,-5
CCc1cc(C(=O)c2ccc(OC)cc2)c(NC(=O)CN2CCCC2)s1,-1,0.2,-6,0,-1,-7,5
CC1CCCCN1C(=O)COC(=O)c1ccc(=O)n(Cc2ccccc2)n1 (centres undefined),0,0.3,x,3,1,-2,x
COc1ccccc1C(=O)Nc1ccnn1C1CCN(C)CC1,-4,x,-12,-3,4,-3,1
COc1cccc(CC(=O)OC(C)C(=O)Nc2ncc(Cl)cc2Cl)c1 (centres undefined),2,0.2,4,6,-5,-2,5
C[C@@H]1CN([C@@H](C)CO)S(=O)(=O)c2ccc(C#Cc3ccc(F)cc3)cc2O[C@@H]1CN(C)C(=O)CN(C)C,-1,-0.2,10,4,0,-17,3
COC(=O)C1CCN(Cc2c(C(=O)N3C[C@@H](C)O[C@@H](C)C3)nc3ccc(Cl)cn23)CC1,-8,x,-1,0,2,-2,-2
Cc1ccc2nc(NC(=O)C3CC3C)sc2c1 (centres undefined),-9,0.5,-23,3,14,-1,-3

# These rows are one share of the data. The share of hits here may be higher or lower than overall.
